GSTO1 counter = GSTO1 inhibition, counter-screen for RBBP9 inhibitors; recombinant GSTO1, activity-based probe fluorescence polarization; hit rate 1.1% among 300,000; inhibition, % at 5.96 µM; AID 1974;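 active = inhibition above the campaign mean inhibition plus 3 SD, cut at about 35% in these data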;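 note: 0% = GSTO1-1 with DMSO and 100% = wells lacking GSTO1-1 enzyme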
Target sequence (P78417 whole entry, looked up): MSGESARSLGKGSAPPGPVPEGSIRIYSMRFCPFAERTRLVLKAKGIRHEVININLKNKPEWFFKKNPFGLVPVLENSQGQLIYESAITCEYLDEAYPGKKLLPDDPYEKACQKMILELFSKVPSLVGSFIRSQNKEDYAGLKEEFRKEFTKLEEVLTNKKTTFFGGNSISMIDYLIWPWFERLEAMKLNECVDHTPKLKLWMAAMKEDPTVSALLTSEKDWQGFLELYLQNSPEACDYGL
LYPLA1 inh = counter-screen for PME1 inhibitors: inhibitors of human LYPLA1 | recombinant LYPLA1, FP-Rh probe fluorescence polarization | inhibition, % at 5.9 µM | hit rate 0.16% among 320,000 | AID 2174;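 active = inhibition above the mean of all tested compounds plus 3 SD, set per campaign, cut at about 14% in these data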;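 note: inhibitors block serine hydrolase probe labeling of LYPLA1 so polarization falls; 0% = enzyme with DMSO and 100% = wells lacking LYPLA1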
PAFAH1B3 FP inh = blocks human PAF acetylhydrolase 1B catalytic subunit 3; recombinant PAFAH1B3, FP-rhodamine probe, fluorescence polarization; Q15102; inhibition, % at 3.39 µM; hit rate 0.28% among 340,000; AID 492972;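 active = inhibition above the screen-wide average of all tested compounds plus 3 SD, cut at about 25% in these data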;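 note: 0% = enzyme with DMSO only and 100% = wells lacking PAFAH1B3 protein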
PME-1 inh = blocks human protein phosphatase methylesterase 1 | Q9Y570 | recombinant PME-1, FP-Rh probe fluorescence polarization | inhibition, % at 5.9 µM | hit rate 0.53% among 320,000 | AID 2130;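 active = inhibition above the campaign mean of all compounds plus 3 SD, cut at about 26% in these data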;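 note: competitive labeling of PME-1 active site by serine hydrolase directed probe; 0% = PME-1 with DMSO and 100% = wells lacking PME-1 enzyme; inhibitors block probe labeling so polarization falls and inhibition rises; many of its hits are not listed in these tables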
Target sequence (Q9Y570 whole entry, looked up): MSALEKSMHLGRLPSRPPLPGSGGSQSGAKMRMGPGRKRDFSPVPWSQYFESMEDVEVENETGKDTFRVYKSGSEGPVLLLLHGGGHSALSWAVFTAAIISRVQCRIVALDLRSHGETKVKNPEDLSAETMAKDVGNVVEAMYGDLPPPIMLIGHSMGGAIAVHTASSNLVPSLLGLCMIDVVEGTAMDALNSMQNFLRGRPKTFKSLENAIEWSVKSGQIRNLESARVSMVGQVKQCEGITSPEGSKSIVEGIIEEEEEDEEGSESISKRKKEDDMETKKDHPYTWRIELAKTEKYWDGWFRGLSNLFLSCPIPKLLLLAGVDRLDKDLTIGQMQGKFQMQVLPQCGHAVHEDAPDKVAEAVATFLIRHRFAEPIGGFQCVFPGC
Fam108B inh = Fam108B inhibition, counter-screen for RBBP9 inhibitors; inhibition, % at 9.51 µM; AID 1947; recombinant Fam108B, FP-Rh probe fluorescence polarization; hit rate 0.33% among 300,000;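 active = inhibition above the screen mean inhibition plus 3 SD, computed separately per campaign, cut at about 18% in these data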;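 note: inhibitors lower polarization as less probe binds the enzyme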
PAFAH1B2 inh = blocks human PAF acetylhydrolase 1b catalytic subunit 2. AID 492953. inhibition, % at 3.39 µM. recombinant PAFAH1B2, FP-rhodamine activity probe, fluorescence polarization. hit rate 1.2% among 340,000. P68402;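 active = inhibition above the mean of all tested compounds plus 3 SD, cut at about 24% in these data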;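 note: 0% = enzyme with DMSO and 100% = wells lacking PAFAH1B2; many of its hits are not listed in these tables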
PAD4 inh = blocks human protein arginine deiminase 4 | Q9UM07 | recombinant PAD4, RCA probe fluorescence polarization | inhibition, % at 6.36 µM | AID 485272 | hit rate 0.41% among 330,000;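 active = percent inhibition above a cutoff equal to the mean of all tested compounds plus 3 SD, cut at about 15% in these data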;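 note: 0% = PAD4 with RCA probe and DMSO and 100% = probe without PAD4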
PAFAH2 inh = PAFAH2 (human) inhibition | Q99487 | recombinant PAFAH2, FP-rhodamine activity probe, fluorescence polarization | inhibition, % at 3.39 µM | hit rate 0.99% among 340,000;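 active = inhibition above the mean over all tested compounds plus 3 SD, cut at about 30% in these data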;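 note: inhibitors block probe labeling of enzyme so polarization drops; 0% = enzyme with DMSO and 100% = wells lacking PAFAH2 protein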
pPAFAH FP inh = inhibitors of human plasma PAF acetylhydrolase (pPAFAH) | Q13093 | recombinant pPAFAH, FP-rhodamine probe fluorescence polarization | inhibition, % at 3.39 µM | hit rate 1.5% among 330,000;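 active = inhibition above the mean inhibition across the screen plus 3 SD, cut at about 25% in these data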;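 note: inhibitors block binding of the rhodamine activity-based probe so polarization drops; 0% = enzyme with DMSO and 100% = wells lacking pPAFAH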
Target sequence (Q13093 whole entry, looked up): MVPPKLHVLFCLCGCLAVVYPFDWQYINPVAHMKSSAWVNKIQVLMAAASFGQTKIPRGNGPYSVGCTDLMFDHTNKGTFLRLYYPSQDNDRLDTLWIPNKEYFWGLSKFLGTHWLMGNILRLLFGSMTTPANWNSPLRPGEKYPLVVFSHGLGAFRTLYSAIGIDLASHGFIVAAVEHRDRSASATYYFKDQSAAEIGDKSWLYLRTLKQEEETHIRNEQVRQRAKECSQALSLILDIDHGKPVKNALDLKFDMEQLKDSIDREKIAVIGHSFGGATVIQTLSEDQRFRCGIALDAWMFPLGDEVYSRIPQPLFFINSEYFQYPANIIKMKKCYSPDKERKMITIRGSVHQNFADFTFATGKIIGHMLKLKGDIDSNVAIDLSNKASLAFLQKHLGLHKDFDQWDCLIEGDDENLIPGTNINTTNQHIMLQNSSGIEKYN
Active calls of the source: *; . = no result given.

SMILES,GSTO1 counter,LYPLA1 inh,PAFAH1B3 FP inh,PME-1 inh,Fam108B inh,PAFAH1B2 inh,PAD4 inh,PAFAH2 inh,pPAFAH FP inh
O=C(Nc1cccc(Cl)c1)c1ccc(=O)[nH]n1,2,-1,10,-8,-4,5,-4,-6,-2
COc1ccnc(Oc2ccccc2)c1C(=O)N/C=N/OCc1ccccc1,4,1,0,4,-1,1,6,-1,10
O=S(=O)(NC1CCCCC1Nc1ccccc1)c1ccccc1 (centres undefined),0,1,6,11,1,5,-6,6,3
COc1ccc(/C=N/n2c(C)nnc2C)c(OC)c1,-3,0,-8,1,7,2,-3,0,1
Cc1cc(/C=C2/NC(=O)NC2=O)c(C)n1-c1ccncc1,5,0,9,-3,2,2,-1,2,6
CN(CCOc1ccccc1)C(=O)CNC(=O)c1ccc(C(C)(C)C)cc1,.,1,1,-3,.,11,2,0,-4
CC(C)N1CC(COc2ccc(Cl)cc2Cl)OC1=O (centres undefined),3,-4,6,3,0,2,-3,21,12
Cc1nn2c(Nc3ccc(F)cc3)c3c(nc2c1-c1ccccc1)CCC3,5,0,4,4,-3,1,-3,1,3
Cc1ccc(CNC(=O)c2ccc(N3CCCC3=O)cc2)cc1,-5,-4,0,-1,3,3,-1,9,6
CCn1c(=O)cc(OCC(=O)NC2CCCCC2)c2ccccc21,-16,1,14,-3,1,1,-5,2,2
O=C(CCc1nnc2ccc(NCc3ccco3)nn12)N1CCCCC1,-3,0,-1,3,2,4,-2,3,4
Cc1cc(C(=O)Nc2nnc(C3CCCCC3)s2)cs1,8,0,-1,1,-6,2,-1,5,0
COc1ccc(CNS(=O)(=O)c2ccc3c(c2)NC(=O)CS3)cc1,26,-5,-1,-2,1,17,-5,4,2
Cc1cc(Cl)ccc1C(=O)C1CCCN(C(=O)CCN2CCCO2)C1 (centres undefined),0,-1,3,3,-5,0,1,1,0
COC(=O)c1cc(Br)ccc1NC(=O)CSCc1c(C)noc1C,.,-2,6,2,.,4,-1,3,3

Reprinted from the part before: 2 compounds, then new ones.
SMILES,GSTO1 counter,LYPLA1 inh,PAFAH1B3 FP inh,PME-1 inh,Fam108B inh,PAFAH1B2 inh,PAD4 inh,PAFAH2 inh,pPAFAH FP inh
Cc1cc(Cl)ccc1C(=O)C1CCCN(C(=O)CCN2CCCO2)C1 (centres undefined),0,-1,3,3,-5,0,1,1,0
COC(=O)c1cc(Br)ccc1NC(=O)CSCc1c(C)noc1C,.,-2,6,2,.,4,-1,3,3
C(=C\c1ccccc1)/C=N/Nc1nc(N2CCCCC2)nc(N2CCCCC2)n1,3,2,5,5,-7,-1,-7,-10,2
O=C(Cc1csc(-c2ccc(Cl)cc2)n1)Nc1cccc(S(=O)(=O)NC2=NCCC2)c1,.,-5,5,3,.,-4,-1,7,10
N#CCC(=O)Nc1ccc(C(=O)NCC2(N3CCOCC3)CCCCC2)cc1,.,-4,7,-4,.,6,-5,10,-3
Cc1ccc(OCC(=O)Nc2ccc(S(=O)(=O)N(C)C3CCN(C)CC3)cc2)c(C)c1,3,5,10,1,1,1,-8,-8,-7
CC(OC(=O)c1nn(C)c(=O)c2ccccc12)C(=O)NCc1ccc2c(c1)OCO2 (centres undefined),5,-1,-7,3,4,3,0,3,2
Cc1cccc(-c2nnn(C/C(N)=N/O)n2)c1,4,1,5,6,5,-1,0,-4,0
O=C(CP(=O)(c1ccccc1)c1ccccc1)N1CCCCC1,0,-1,2,-4,1,-2,-2,-8,-5
Nc1c2c(nc3sc4c(c13)CCCC4)-c1ccccc1CC2,-12,-1,-3,12,1,2,-7,4,18
COc1ccccc1C(=O)NNC(=O)C(=O)NC1CCCCC1,11,-1,6,-2,1,7,-2,12,11
Cc1oc2cc3oc(=O)ccc3cc2c1C,1,1,1,-6,4,4,-2,-3,8
Cc1ccc(-c2noc(CN(C(=O)CCN3C(=O)c4ccccc4C3=O)C(C)C)n2)cc1,2,-4,7,1,4,1,-3,3,6
COc1ccc(OC)c(C(=O)c2ccc(C(=O)Nc3cccc4ccccc34)cc2)c1,0,-11,6,3,-10,1,-2,-12,-8
Cc1cccc(NC(=O)CN2C(=O)N/C(=C\c3cccn3-c3cccc(C(=O)O)c3)C2=O)c1,4,0,20,0,4,-3,-2,5,6
C=CCn1c(SCC(=O)NCC2CCCO2)nc2sc(CC)cc2c1=O (centres undefined),.,.,4,.,.,0,-2,0,3
COc1cc2cc(CN(C(=O)NC3CCCCC3)C3CCCC3)c(=O)[nH]c2cc1OC,2,3,2,3,1,6,3,2,5
COC(=O)[C@@H](NC(=O)Nc1ccccc1F)C(C)C,2,-2,0,2,-3,3,-2,1,-2
CCSc1nc2c(c(=O)[nH]1)C(c1ccncc1)C(C(=O)OC)=C(C)N2 (centres undefined),0,-1,4,-4,1,10,-6,1,1
Cn1c(SCc2ccccn2)nnc1-c1ccccc1,9,4,4,-5,-6,2,-2,-2,-1
CSc1nc(C)c2c(n1)N(c1ccc(C(C)C)cc1)CC2,1,0,-1,2,7,1,3,0,3
CCOC(=O)C[C@H]1c2ccc(C(F)(F)F)cc2S(=O)(=O)N1c1cccc(OC)c1,0,1,6,3,4,8,-5,-2,6
C/C=C(\C)CN1CCN(c2ccc(C)cc2)CC1,-3,0,12,0,-3,8,-3,0,-2
OC(CN1CCCCC1)CN1CCCCC1,1,-2,3,-2,-1,-1,-8,-8,2
O=C(CCCN=C1NS(=O)(=O)c2ccccc21)OCC(=O)N1CCc2ccccc21,1,-2,1,-2,-2,6,-2,-1,-4
CCSc1nnc(NC(=O)c2ccc(C)cc2)s1,-10,0,10,-9,2,-1,3,6,0
O=C(Nc1nccs1)C1CC(=O)N(c2ccccc2)C1 (centres undefined),1,-2,3,3,-1,-3,0,5,4
COCCNS(=O)(=O)c1ccc(F)c(OC)c1,-2,0,1,2,-5,5,-6,-6,1
COc1ccc(NC(=O)C2CCCCN2CC(=O)OCc2ccccc2)cc1OC (centres undefined),-8,0,-1,-1,1,4,-7,-10,-7
O=C(OCc1cc(=O)n2ccsc2n1)c1ccccc1NCCO,.,.,4,.,.,4,-7,4,74*
COc1ccc(NC(=S)N2CCC(NC(=O)c3cccc(C)c3)CC2)cc1,9,-1,-4,-2,1,5,-1,-5,2
COc1ccccc1N1CC(O)=C(c2nc3ccccc3s2)C1=N,2,1,2,-2,-1,2,-1,34*,33*
N#CC1=C(N)Oc2n[nH]c(-c3ccccn3)c2C1c1c(F)cccc1Cl (centres undefined),0,-9,8,2,-5,2,-11,2,2
CCOCCCNS(=O)(=O)c1ccc(OC)c(Cl)c1Cl,0,-4,-7,2,2,3,-5,3,-8
Cc1cc(NC(=O)CSc2nc3c(c(=O)n2-c2ccc(Br)cc2)SCC3)no1,-9,0,-4,-2,-14,-4,0,0,5
CCOc1ccc(NC(=O)CN2CCN(CC(=O)Nc3ccc(Cl)c(C(F)(F)F)c3)CC2)cc1,5,-9,-4,-3,0,5,1,-5,8
CC(=O)N(Cc1ccccc1)c1c(N)nc(N)[nH]c1=O,4,2,5,-4,-2,7,3,-5,4
N=c1c2c(n(Cc3ccc(Br)cc3)c3c1CCC3)CCCC2,2,-4,5,6,-3,1,-3,-3,1
COC(=O)CSc1nc2ccccc2n1CC(=O)N(C(C)C)C(C)C,1,-1,2,-3,0,5,0,10,5
CCOc1ccccc1NC(=O)c1ccc2c(c1)C(=O)N(CC)C2=O,20,1,-3,0,5,-1,-2,-8,-1
C/C(=N\O)C(C)Oc1ccc(Cl)cc1 (centres undefined),2,2,5,1,2,13,2,1,0
COCCCN(C(=O)CSCC(=O)Nc1cccc(C)c1)c1c(N)n(Cc2ccccc2)c(=O)[nH]c1=O,4,3,1,0,0,4,3,3,-2
O=C(COC(=O)C1CCC(=O)N1)Nc1cccc([N+](=O)[O-])c1 (centres undefined),.,.,11,.,.,4,-1,-10,-1
O=C(NCCC1=CCCCC1)c1ccc2c(=O)n3c(nc2c1)CCCCC3,-4,1,9,2,-2,7,0,-1,-6
Fc1ccccc1/C=N/Nc1ncnc2nc[nH]c12,-5,0,3,5,-2,3,-6,5,-8
O=C(NC1CC2CCCC(C1)N2S(=O)(=O)c1ccccc1)c1ccco1 (centres undefined),-1,0,1,0,0,2,3,0,-1
CCOc1ccc(OCC(=O)OC(C)C(=O)NC2CCCCC2C)cc1 (centres undefined),.,-3,6,1,.,3,1,2,7
CC(C)c1ccccc1NC(=O)COC(=O)CNC(=O)c1ccc(Br)cc1,-2,-1,10,5,4,4,1,-1,12
CC1CN(C(=O)CCC(=O)NCc2cccnc2)c2ccccc2O1 (centres undefined),6,-3,1,-2,6,4,-3,1,-1
Cc1c(Cl)cccc1NC(=O)CNc1ccccc1F,23,0,0,-2,-1,3,1,-4,4
Cc1noc(C)c1C(=O)N(C)Cc1ccccc1,-2,4,-2,-2,-1,5,2,-2,0
CCCCN1C(=O)C(=O)N(CC(=O)N2CCc3ccccc32)C1=O,.,3,4,2,.,-3,4,-1,2
Cc1cc(NC(=O)c2ccccc2)ccc1NC(=O)c1ccccc1Cl,2,-2,-4,3,-1,-6,2,-4,4
CCOc1ccc2nc(SCc3ccc(C(=O)OC)o3)[nH]c2c1,-1,-6,8,-1,0,6,-2,3,3
COc1ccc(/C=C/C(=O)Oc2ccc(/C=N\NC(=O)c3ccc(F)cc3)cc2)cc1,3,1,-5,-3,-5,2,-2,-11,0
Cc1cc(C)cc(N(CC(=O)Nc2c(C)n(C)n(-c3ccccc3)c2=O)S(C)(=O)=O)c1,2,-2,11,0,2,2,-2,-2,-1
COc1cc(Nc2cc(C)nc3ncnn23)cc(OC)c1,3,-2,-9,4,-1,2,2,1,3
Cc1cccc(OCc2nc(-c3nonc3N)no2)c1C,1,-8,10,2,-5,2,-5,-9,-5
O=C(COC(=O)c1ccc(Br)o1)Nc1cccc(S(=O)(=O)N2CCCCC2)c1,.,.,2,.,.,4,0,23,10
Cc1cccc(OCC(=O)Nc2nnc(S(=O)(=O)N3CCCCCC3)s2)c1,-37,-4,-11,-6,-3,4,2,1,9
CC(=O)N/C(=N/c1nc(C)cc(C)n1)Nc1cc(C)cc(C)c1,2,0,5,-5,-1,4,-4,2,-5
CCN(CC)S(=O)(=O)c1ccc(NC(=O)COC(=O)c2cnc(C)cn2)cc1,2,-4,-6,-5,3,3,-5,5,1

Later entries:
SMILES,GSTO1 counter,LYPLA1 inh,PAFAH1B3 FP inh,PME-1 inh,Fam108B inh,PAFAH1B2 inh,PAD4 inh,PAFAH2 inh,pPAFAH FP inh
CCc1nnc(NC(=O)c2ccc(S(=O)(=O)N(CC)CC)cc2)s1,-6,-1,-8,2,6,-3,0,-7,1
CCOC(=O)c1ccccc1NC(=S)N1CCC(N2CCCCC2)CC1,1,-2,5,1,2,3,2,-6,0
CCc1cccc2c1NC(=O)C2(O)CC(=O)c1cccs1 (centres undefined),1,0,-1,5,0,0,3,-8,-2
N/C(=N\OC(=O)c1cc(Cl)ccc1Cl)c1cccnc1,-9,4,6,-2,2,-3,2,-7,5
COc1ccccc1C(=O)NCCC(=O)NCC1COc2ccccc2O1 (centres undefined),.,-2,4,4,.,4,-3,-13,-2

Screening data deposited in PubChem by The Scripps Research Institute Molecular Screening Center.

Only part of the results is shown, so the mix of outcomes need not match the whole.
